EPAC2 antagonist: qHTS for Antagonist of cAMP-regulated guanine nucleotide exchange factor 2 (EPAC2): primary screen. 360,000 tested, 0.18% active. Rap guanine nucleotide exchange factor 4 (Homo sapiens), Q8WZA2. EPAC2 GEF exchange of Rap1B-BODIPY-GDP, fluorescence. Potency, µM (highest dose often 114 µM), for inactives: at the top dose activity, negative = inhibition, actives largely listed as inhibitors; further: potency means the concentration at half of the fitted maximal effect; on the % scale 0 is the no-effect control and ±100 the full control effect; nearly all actives have a fitted effect of over 45% in size; many of its hits are not listed in these tables
aSyn rescue: qHTS of alpha-syn Inhibitors. Yeast expressing alpha-synuclein, growth rescue, BacTiter-Glo, 24 h. 370,000 tested, 0.14% active. Potency, µM (doses to about 46.1 µM), for inactives: at the top dose growth rescue (activation), usual class: activators. AID 652106, 2013; further: potency means the concentration at half of the fitted maximal effect; % of control where 0% means no effect; nearly all actives have a fitted effect of over 65% in size
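Galactose-induced alpha-syn yeast (OD600=0.02, raffinose-pregrown) + pinned cpd, 24 hr, 30 deg C; growth by BacTiter-Glo luminescence. Growth restoration scores as activation.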
Abeta yeast res: qHTS for compounds that reverse cellular toxicity of Amyloid beta (A-beta) peptide in yeast: Primary Screen; yeast expressing A-beta42, growth rescue, OD600, 48 h; response scale: 0% DMSO, 100% iron-clioquinol control; Potency, µM (top dose mostly 46.1 µM), for inactives: top-dose growth rescue, usual class: activators; 410,000 tested, 0.063% active; further: potency means the concentration at half of the fitted maximal effect; nearly all actives have a fitted effect of over 55% in size
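Yeast A-beta toxicity model in growth medium with pinned compounds, 48 h at 30 C; growth read as absorbance at 600 nm. Normalized to FeCl3/clioquinol equimolar mix (positive) and DMSO (negative).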
DRD3 antagonist: qHTS of D3 Dopamine Receptor Antagonist: qHTS; D(3) dopamine receptor (Homo sapiens), P35462; D3R cells, DiscoveRx beta-arrestin luminescence, antagonist mode; hits give low values; max response, negative = inhibition, %; 360,000 tested, 2.5% active; AID 652054, 2013; in the data active means max response below about -50%; inconclusive means no clear call, values can overlap the other calls; further: on the % scale 0 is the no-effect control and ±100 the full control effect; mostly tested at two doses, the higher about 12 µM
Target sequence (P35462 whole entry, looked up): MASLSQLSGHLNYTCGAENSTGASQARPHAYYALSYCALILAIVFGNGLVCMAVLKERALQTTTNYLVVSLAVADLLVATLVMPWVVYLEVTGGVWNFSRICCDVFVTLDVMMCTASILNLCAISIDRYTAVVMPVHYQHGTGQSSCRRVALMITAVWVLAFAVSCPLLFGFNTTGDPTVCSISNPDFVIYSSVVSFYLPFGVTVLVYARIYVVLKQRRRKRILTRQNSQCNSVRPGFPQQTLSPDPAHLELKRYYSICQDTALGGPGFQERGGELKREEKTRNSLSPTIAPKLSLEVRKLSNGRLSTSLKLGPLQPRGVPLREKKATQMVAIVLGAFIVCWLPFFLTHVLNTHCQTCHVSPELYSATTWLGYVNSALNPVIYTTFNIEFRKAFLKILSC
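Cells plated overnight at 1500 cells/well, then exposed to library compounds with dopamine controls for 90 minutes at 37 degrees C. DiscoveRx reagent added for 30–60 minutes at room temperature; luminescence read, quantitative HTS format.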
FUS suppressor: qHTS for Suppressors of FUS Proteinopathy: Primary screen using FUS-linked yeast assay. Potency, µM (doses to about 76.6 µM), inactives show at the top dose growth rescue (activation), actives largely listed as activators. AID 1347120, 2019. 390,000 tested, 0.24% active. S. cerevisiae FUS-expressing, growth rescue, OD600, 24 h;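 further: potency means the concentration at half of the fitted maximal effect; plate controls were DMSO vehicle for no effect and reference control for full effect; nearly all actives have a fitted effect of over 55% in size; some results filed as inactive show a strong effect at the top dose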
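Cultures pregrown in 2.5% raffinose medium are shifted to minimal medium containing 2% galactose to express toxic FUS. Compounds are tested at several concentrations. After 24hr at 30C, growth is quantified at 600 nm absorbance.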
EPAC2 agonist: qHTS for Agonist of cAMP-regulated guanine nucleotide exchange factor 4 (EPAC2): primary screen | EPAC2 activation, biochemical qHTS; response scale: 100% = 6.5 mM cAMP response | Rap guanine nucleotide exchange factor 4 (Homo sapiens), Q8WZA2 | 360,000 tested, 0.079% active | Potency, µM (titrated, usually from 154 µM), for inactives: top-dose activation, actives largely listed as activators; further: potency means the concentration at half of the fitted maximal effect; nearly all actives have a fitted effect of over 50% in size
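Exchange assay: 100 nM EPAC2 with 250 nM Rap1B-BODIPY-GDP and 50 uM GDP. Fluorescence (ex 480/em 540 nm) read every 5 min for 30 min at room temperature. Data normalized to 6.5 mM cAMP as agonist control.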
DRD3 agonist: qHTS of D3 Dopamine Receptor Agonist: qHTS; D(3) dopamine receptor (Homo sapiens), P35462; D3R DiscoveRx beta-arrestin cells, luminescence, 90 min; max activation, %; 410,000 tested, 0.58% active; in the data active means max activation above about 30%; further: 0% is about no effect; mostly tested at two doses, the higher about 12 µM
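Agonist-mode cell screen: cells plated at 1500/well and incubated overnight at 37 °C, then exposed to library compounds for 90 min at 37 °C. Detection reagent was added for 30–60 min at room temperature, and luminescence was read.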
TDP43 rescue: qHTS of TDP-43 Inhibitors. TDP-43 expressing yeast growth rescue, BacTiter-Glo, 24 h. Potency, µM (doses to about 46.1 µM), without a hit: top-dose growth rescue (activation), usual class: activators. 410,000 tested, 1.8% active. AID 652104, 2013; further: potency means the concentration at half of the fitted maximal effect; % of control where 0% means no effect; nearly all actives have a fitted effect of over 50% in size
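Cell-based yeast growth screen: TDP-43 expression induced in galactose, inoculum OD600=0.02 after raffinose pregrowth to mid-log. Read-out BacTiter-Glo luminescence at 24 hr, 30 deg C; inhibition of toxicity seen as signal increase.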
An asterisk follows results filed as active; ? = inconclusive; / = not tested or not shown; [ ] = remark or other dose. Unless noted, the call rests on the fitted dose curve; in most records, active means well fitted curve in the direction sought with a large enough effect; inconclusive means small, poorly fitted or top-dose-only effect, or another doubt; inactive means no such curve, though single readings can be large; an effect the other way counts as inactive or inconclusive. A portion of the library. The share of hits here may be higher or lower than overall.

SMILES	EPAC2 antagonist	aSyn rescue	Abeta yeast res	DRD3 antagonist	FUS suppressor	EPAC2 agonist	DRD3 agonist	TDP43 rescue
COC(=O)c1ccc(Cn2nnc3sc4c(c3c2=O)CCC(C)C4)cc1 (stereo unspecified)	/	/	-1.2%	/	-16.7%	/	5.4	-4.6%
CCOc1ccc(CCNC(=O)c2cn(C)c3ccc(S(=O)(=O)N4CCCCC4)cc3c2=O)cc1OCC	/	/	-0.4%	/	12.5%	/	1.4	5.8%
COc1ccc(CNC(=O)CN(Cc2ccc(C)cc2)S(=O)(=O)c2ccc(Cl)cc2)cc1	-2.1%	-6.8%	-4.8%	11.9	4.5%	6.0%	0.6	0.2%
O=C(NCCCn1ccnc1)c1cc2ccccc2o1	1.7%	1.3%	5.5%	11.7	-13.0%	4.7%	-2.3	-13.4%
CCOc1ccc([C@@H]2CC=C(C(=O)O)CN2S(=O)(=O)c2ccc(C)cc2)cc1	1.7%	-13.2%	-15.3%	-13.5	16.0%	-0.6%	-0.3	8.2%
COc1cc(C)nc(Oc2ccc(=O)[nH]n2)n1	-6.4%	1.1%	1.5%[9.22 µM]	-13.9	-15.7%	6.3%	-0.6	1.4%
Nc1cc(Br)c(N)c(Br)c1	0.0%	4.2%	-5.8%	-9.8	6.3%	1.1%	-1.8	4.1%
CN(C)c1ccc(C(=O)OCc2ccccc2)cc1	-1.4%	10.4%	10.4%	35.1	-2.6%	5.0%	-2.8	0.5%
O=C(Cc1ccccc1)NCC(=O)N/N=C/c1ccc(C(=O)O)cc1	2.2%	-0.9%	12.7%	15.6	14.3%	-2.2%	1.2	5.3%
CC(=O)C1C=CC(C)(C(=O)O)C2C=C(C)C(=O)C(C)(O)C12 (stereo unspecified)	11.4%	-7.9%	4.1%	9.2	-22.2%	6.2%	11.6	-14.6%
O=C(Nc1ccc(-c2noc(COc3ccccc3Cl)n2)cc1)c1ccco1	-13.1%	-11.6%	-3.0%	17.4	2.6%	-2.3%	2.5	7.2%
Cc1cc(OC(=O)c2ccc(F)cc2)c([N+](=O)[O-])c(=O)[nH]1	-2.2%	3.2%	/	0.4	-12.7%	-5.2%	-3.0	-2.5%

Complete entries, looked up by structure.
Results for O=C(Cc1ccccc1)NCC(=O)N/N=C/c1ccc(C(=O)O)cc1 = EPAC2 antagonist = 2.2%; aSyn rescue = -0.9%; Abeta yeast res = 12.7%; DRD3 antagonist = 15.6; FUS suppressor = 14.3%; EPAC2 agonist = -2.2%; DRD3 agonist = 1.2; TDP43 rescue = 5.3%
Results for COc1ccc(CNC(=O)CN(Cc2ccc(C)cc2)S(=O)(=O)c2ccc(Cl)cc2)cc1 = EPAC2 antagonist = -2.1%; aSyn rescue = -6.8%; Abeta yeast res = -4.8%; DRD3 antagonist = 11.9; FUS suppressor = 4.5%; EPAC2 agonist = 6.0%; DRD3 agonist = 0.6; TDP43 rescue = 0.2%

(further entries)
SMILES	EPAC2 antagonist	aSyn rescue	Abeta yeast res	DRD3 antagonist	FUS suppressor	EPAC2 agonist	DRD3 agonist	TDP43 rescue
Cc1ccc(S(=O)(=O)NC(=O)C2(C)CCN2C(=O)Cc2cccs2)nc1 (stereo unspecified)	7.8%	-2.0%	-6.0%	-14.6	-18.0%	15.7%	-3.9	14.5%
COc1ccc(N2CCN(C(=O)C(=O)c3cc(OC)c(OC)c(OC)c3)CC2)cc1	-1.5%	6.3%	-7.5%	-0.1	17.1%	4.0%	-3.7	11.6%
CC(C)C#Cc1ccc2c(c1)O[C@@H](CN(C)C(=O)c1cnccn1)[C@@H](C)CN([C@@H](C)CO)S2(=O)=O	3.5%	0.5%	4.3%	-16.2	22.5%	3.3%	0.7	19.2%
COc1ccc(NC(=S)N(Cc2ccccn2)Cc2ccccc2Cl)cc1	1.5%	-0.3%	-2.5%	14.5	4.1%	13.4%	2.3	13.0%
COc1ccc(NC(=O)Cc2nc3ccccc3[nH]2)cc1	1.2%	-1.8%	-8.2%	213.3	39.6%	0.0%[15.6 µM]	6.4	-13.5%
Cn1c(Cn2c(=O)sc3ccccc32)nnc1SCC(N)=O	8.5%	0.3%	26.0%	4.6	-23.7%	5.5%	2.4	8.0%
COc1ccc(CN2CCN(C(=O)c3cccs3)CC2)cc1	-10.8%	-13.2%	11.5%	-58.4*	/	0.5%	-12.8	-19.0%
Cc1cc(C)cc(OCC(=O)Nc2ccc(Cl)c(-c3nc4ncccc4o3)c2)c1	/	/	-21.5%	/	31.7%	/	-9.3	-27.0%
NC(=O)c1nsc(C(=O)N(c2ccccc2)C(C(=O)NC2CCCC2)c2cccs2)c1N (stereo unspecified)	-13.8%	-2.1%	-16.4%	-20.4	20.5%	3.6%	-2.4	-11.5%
O=C(Nc1ccccc1)c1nc[nH]c1C(=O)Nc1ccccc1F	4.6%	-6.6%	-5.9%	36.9	-8.0%	6.4%	3.4	17.2%
CC(C)c1nnc(NC(=O)CCC(=O)NCc2ccc(F)cc2)s1	2.7%	-8.1%	-6.6%	4.5	-10.1%	1.1%	-1.9	-2.3%
COc1cc2c(c(O)c1OC)C(=O)C(OC)CCC2 (stereo unspecified)	-0.2%	2.7%	-2.7%	-27.7	-29.8%	6.5%	-1.2	2.8%
C=CCN1CC(=O)N2C(C)c3[nH]c4ccccc4c3C[C@H]2C1=O (stereo partly specified)	-2.1%	3.0%	-4.9%	8.1	-17.4%	0.8%	4.0	24.2%
Nc1nc(NC(=O)CCCC(=O)O)nn1-c1ccccc1	2.8%	9.2%	-6.0%	-18.3	1.7%	2.0%	5.8	2.0%
Cc1cc(NS(=O)(=O)c2ccc(NC(=O)NC(C)(C(F)(F)F)C(F)(F)F)cc2)no1	1.5%	-4.5%	2.1%	-27.4	16.0%	-5.4%	-3.2	-6.9%
Cn1c(-c2ccc(S(=O)(=O)N3CCCC3)cc2)csc1=Nc1ccc(Cl)c(Cl)c1	/	/	-4.6%	/	2.9%	/	-3.2	?
Cn1c(=S)[nH]c2scc(-c3cccs3)c2c1=O	1.1%	-11.5%	?	4.7	15.7%	2.9%	0.0	?
NS(=O)(=O)c1ccc(NC(=S)NCc2cccs2)cc1	-0.2%	-10.4%	-2.4%	-8.3	-9.5%	6.3%	-4.5	14.8%
COc1cc(NC(=O)[C@H]2CSCN2C(=O)[C@@H]2CCC(=O)N2)cc(OC)c1OC	9.7%	4.0%	-12.9%	15.1	9.3%	-2.7%	-5.1	-18.6%
C/C(=C\c1ccccc1)C(=O)Nc1ccc(Cl)cn1	6.6%	-17.5%	-27.1%	-3.7	-1.4%	0.8%	-9.2	?
Cc1cccnc1NC(=O)Nc1cccc(F)c1	6.4%	0.0%	-8.3%	-14.4	-45.3%	10.2%	-4.1	6.7%
COc1ccc2c(c1)c1c(c(=O)n(-c3cc(Cl)ccc3C)c(=O)n1Cc1ccc(F)cc1)n2C	/	/	-10.9%	/	-3.4%	/	1.1	0.3%
O=C(NN1C(=O)C2C3CCC(O3)C2C1=O)c1ccc(Br)o1 (stereo unspecified)	-2.8%	0.6%	15.9%	8.9	-10.6%	3.9%	1.0	7.9%
O=S(=O)(NCC(c1ccco1)N1CCN(c2ccc(F)cc2)CC1)c1ccc2c(c1)OCCO2 (stereo unspecified)	-1.5%	1.4%	1.8%	-9.1	29.4%	2.6%	-0.1	-19.0%
C[C@@H]1COC(=O)[C@H](CC(=O)OC(C)(C)C)C/C=C\C[C@H](CC(=O)NCCO)C(=O)N1	1.5%	2.2%	-0.7%	-21.5	-25.8%	-0.1%	-9.4	9.1%
Cn1nc(-c2ccccc2)c(-c2nc(-c3ccccc3Cl)no2)c1Cl	5.2%	3.6%	-2.8%	3.1	-4.9%	-4.9%	-2.9	0.1%
COc1ccc(C(=O)NC(=S)N2CCN(c3ccccc3OC)CC2)cc1	?	4.8%	15.7%	-16.2	12.8%	2.0%	-3.9	-2.0%
COc1cc(CN2CCNC(=O)C2CC(=O)N(C)CCN2CCOCC2)cc(OC)c1 (stereo unspecified)	-3.2%	0.8%	6.0%	4.3	3.3%	1.9%	-3.8	-3.6%
NC(=O)c1ccccc1OCc1nnc(-c2ccccc2Br)o1	-6.7%	-1.4%	-13.7%	-7.5	21.4%	5.9%	-4.7	-15.6%
c1ccc(CSc2ccc(-c3ccco3)nn2)cc1	-2.1%	-16.5%	-26.7%	-13.4	25.5%	-0.5%	-22.3	0.0%
Cc1cc(C(=O)N/N=C/c2cccnc2)cs1	6.3%	-15.3%	-22.8%	-5.3	-6.7%	-0.1%	1.2	-0.3%
N#Cc1ccc(CSc2nnc(-c3c[nH]c4ccccc34)n2-c2ccccc2)cc1	0.2%	-3.3%	-16.3%	0.0	33.2%	15.5%	-9.1	-11.4%
Cn1c(=O)c2[nH]c(CCCc3ccc([N+](=O)[O-])cc3)nc2n(C)c1=O	2.0%	1.6%	5.5%	-14.7	/	12.2%	7.3	23.9%
O=C(c1ccccc1)N1N=C(c2ccccc2O)CC1c1ccc(Br)cc1 (stereo unspecified)	5.6%	0.0%	0.9%	26.3	-21.5%	2.4%	1.6	0.0%
COCCNc1nc(Oc2ccc(Cl)c(Cl)c2)c2sccc2n1	?	?	-5.7%	14.5	-11.6%	7.1%	5.9	?
Cc1ccc(-n2c3c(c(=O)[nH]c2=O)C(NC(=O)c2ccccc2C)(C(F)(F)F)C(=O)N3)cc1 (stereo unspecified)	/	/	-0.9%	/	-6.6%	/	6.1	10.7%
CCC(C(=O)Nc1ccc(C(=O)OC)cc1)n1c(=O)c(-c2ccccc2NC(C)=O)nc2ccccc21 (stereo unspecified)	/	/	-11.9%	/	?	/	-13.3	15.8%
CC(=NNC(=O)Cn1ccc(C(F)(F)F)n1)c1ccc(-n2ccnc2)cc1	-1.2%	-13.5%	1.0%	7.1	0.3%	-7.0%	-5.8	?
CCCOc1ccc(-c2nn(-c3ccccc3)cc2C2NC(=O)NC(C)=C2C(=O)OC)cc1 (stereo unspecified)	/	5.8%	13.6%	/	-3.9%	/	3.7	14.8%

Screening results as filed in PubChem BioAssay.
